NPY1 pot ag = NPY-Y1 receptor potentiators or agonists, primary screen, cell-based. Neuropeptide Y receptor type 1 (Homo sapiens), P25929. AID 1304, 2008. NPY-Y1 expressing cells, potentiator/agonist activation. 220,000 compounds, 0.37% hits. activation, % at 3.6 µM; in the data active means activation above about 33%, passing the limit was not always enough;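 further: cells stimulated with NPY at EC10 then isoproterenol at EC100; 0% = low agonist plus stimulus and 100% = saturating agonist plus stimulus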
S1P4 antagonist = S1P4 receptor antagonists, primary screen, cell-based; S1P4-expressing cells, antagonist mode, reporter read-out; inhibition, % at 4.98 µM; 220,000 compounds, 0.26% hits; Sphingosine 1-phosphate receptor 4 (Homo sapiens), O95977; AID 1510, 2009; in the data active means inhibition above about 29%;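 further: 0% = wells stimulated with agonist and 100% = vehicle wells without agonist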
EP2 modulator = EP2 receptor modulators, cAMP readout, primary screen, cell-based, HTRF cAMP, PGE2 stimulation. AID 940, 2007. induction, % at 25 µM. EP2-expressing cells, cAMP HTRF FRET, PGE2 co-stimulation. 260,000 compounds, 0.83% hits;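 active means compounds whose cAMP rise, as percent of the full-agonist control response, exceeds 60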;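 further: rat C6 glioma line stably carrying human EP2 under a CMV promoter; the protocol text gives 20 µM as final concentration; 100% = response of wells given 1 µM PGE2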
PGE2 EP2 inh = human EP2 receptor antagonists, primary screen, TR-FRET cAMP, C6 glioma cells. Prostaglandin E2 receptor EP2 subtype (Homo sapiens), P43116. C6 glioma cells expressing human EP2; cells stimulated with saturating PGE2. inhibition, % at 25 µM. 260,000 compounds, 0.52% hits. AID 1422, 2008;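 active means percent inhibition above 40 after rounding to a whole number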;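 further: rat C6 glioma host cells with rolipram phosphodiesterase inhibitor present; the protocol text gives 20 µM as final concentration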
p97 ATPase inh = inhibitors of human p97 ATPase, primary screen, biochemical; recombinant p97 ATPase, Kinase-Glo ATP luminescence, 3 h; inhibition, % at 8 µM; 220,000 compounds, 0.42% hits; in the data active means inhibition above about 15%;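 further: 0% = DMSO vehicle and 100% = wells lacking enzyme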
Target sequence (P55072 whole entry, looked up): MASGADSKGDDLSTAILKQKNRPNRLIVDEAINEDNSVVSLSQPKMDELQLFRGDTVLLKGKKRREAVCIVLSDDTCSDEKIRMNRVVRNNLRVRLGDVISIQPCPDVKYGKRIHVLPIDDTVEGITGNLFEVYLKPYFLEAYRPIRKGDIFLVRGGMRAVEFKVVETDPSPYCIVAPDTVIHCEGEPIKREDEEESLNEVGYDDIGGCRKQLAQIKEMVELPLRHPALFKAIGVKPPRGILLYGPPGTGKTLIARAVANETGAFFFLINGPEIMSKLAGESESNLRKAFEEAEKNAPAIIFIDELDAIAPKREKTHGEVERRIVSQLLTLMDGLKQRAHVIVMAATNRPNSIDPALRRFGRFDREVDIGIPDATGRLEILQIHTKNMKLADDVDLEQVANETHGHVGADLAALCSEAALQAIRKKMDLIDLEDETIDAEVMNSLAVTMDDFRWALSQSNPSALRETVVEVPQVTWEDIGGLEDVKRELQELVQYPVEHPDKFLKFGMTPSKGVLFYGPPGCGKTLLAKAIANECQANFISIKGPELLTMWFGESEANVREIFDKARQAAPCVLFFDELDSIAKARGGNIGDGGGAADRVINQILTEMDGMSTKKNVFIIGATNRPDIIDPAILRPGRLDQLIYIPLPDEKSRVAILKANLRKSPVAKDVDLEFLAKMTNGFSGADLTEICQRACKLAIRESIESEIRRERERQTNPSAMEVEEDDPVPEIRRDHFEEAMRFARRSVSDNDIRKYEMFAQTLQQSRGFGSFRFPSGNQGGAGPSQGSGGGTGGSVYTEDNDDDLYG
eIF4E 4G PPI = eIF4E–eIF4G protein interaction inhibitors, primary screen, biochemical, uHTS, TR-FRET, eIF4GI fragment. Eukaryotic translation initiation factor 4E (Mus musculus) + Eukaryotic translation …. TR-FRET eIF4E-eIF4GI(517-606) binding, 2 h. inhibition, % at 21.7 µM. 220,000 compounds, 0.37% hits. AID 782, 2007;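 active means inhibition above about 30%, limit read from the data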;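 further: 0% = full FRET control wells and 100% = background wells lacking eIF4GI fragment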
NPY-Y1 antag = NPY-Y1 receptor antagonists, primary screen, cell-based; Neuropeptide Y receptor type 1 (Homo sapiens), P25929; AID 1040, 2008; 200,000 compounds, 1% hits; HEK293-CNG Y1 cells, membrane potential fluorescence; NPY at EC95, then isoproterenol; inhibition, % at 3.6 µM;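 active means inhibition above the campaign mean inhibition of all tested compounds plus 3 SD, cut at about 20% in these data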;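 further: 0% = DMSO wells given NPY plus isoproterenol and 100% = isoproterenol alone without NPY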
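Material: HEK293 Y1/CNG channel cell line | Also added: NPY (25 nM), isoproterenol (1 µM), Ro 20-1724 (25 µM) | Compound: One concentration, 3.6 µM, in 0.4% DMSO | Schedule: 3 h dye uptake, 1 h room-temperature compound, 45 min post-isoproterenol | Signal: Membrane-potential fluorescent dye readout | Read-out: % inhibition of NPY effect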
NPY-Y2 PAM-ag = NPY-Y2 potentiators or agonists, primary screen, cell-based; Neuropeptide Y receptor type 2 (Homo sapiens), P49146; cells expressing NPY-Y2, potentiator/agonist read-out; activation, % at 3.6 µM; 220,000 compounds, 0.45% hits; AID 1359, 2008; in the data active means activation above about 27%;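 further: cells stimulated with NPY near EC25 plus isoproterenol at EC100; 0% = vehicle plus submaximal agonist and 100% = vehicle plus saturating agonist; some results beyond the cut were filed as inactive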
S1P4 agonist = S1P4 receptor agonists, primary screen, cell-based; Sphingosine 1-phosphate receptor 4 (Homo sapiens), O95977; S1P4-expressing cell line, agonist reporter assay; 220,000 compounds, 0.35% hits; activation, % at 4.98 µM; in the data active means activation above about 11%;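 further: 0% = DMSO vehicle and 100% = reference agonist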
Starred values were filed as active, the others as inactive; [ ] = dose if it differs, or a comment. An excerpt. The share of hits here may be higher or lower than overall.

Screening CCn1c(SCc2nc3ccccc3[nH]2)nnc1-c1ccccc1OC returned NPY1 pot ag 7.2, S1P4 antagonist 1.2, EP2 modulator 18.1, PGE2 EP2 inh 8.2, p97 ATPase inh 3.2, eIF4E 4G PPI -2.3[fluorescence artefact?], NPY-Y1 antag 0.6, NPY-Y2 PAM-ag -0.2 and S1P4 agonist 0.7.
Screening Cc1c(Cl)c([N+](=O)[O-])nn1CCCC(=O)N1CCN(c2ccccc2)CC1 returned NPY1 pot ag -0.9, S1P4 antagonist 2.4, EP2 modulator 32.1, PGE2 EP2 inh 7.1, p97 ATPase inh 0.3, eIF4E 4G PPI 2.9, NPY-Y1 antag -0.6, NPY-Y2 PAM-ag -2.7 and S1P4 agonist -0.1.
`O=c1ccc(NS(=O)(=O)c2ccccc2)cn1Cc1ccc(Cl)c(Cl)c1` gave NPY1 pot ag -22.6, S1P4 antagonist -15.1, EP2 modulator 29.2, PGE2 EP2 inh -0.4, p97 ATPase inh -3.3, eIF4E 4G PPI 4.5, NPY-Y1 antag -7.6, NPY-Y2 PAM-ag -15.2 and S1P4 agonist -2.5.
For COC(=O)c1ccccc1NC(=O)CSc1nc(C)cc(C)n1 the results were NPY1 pot ag -18.6, S1P4 antagonist 11.8, EP2 modulator -20.0, PGE2 EP2 inh 5.4, p97 ATPase inh 2.8, eIF4E 4G PPI -0.6, NPY-Y1 antag 7.9, NPY-Y2 PAM-ag -11.8 and S1P4 agonist -2.4.
Screening O=C(Nc1cccc(F)c1)N1CC=C(n2c(=O)[nH]c3ccccc32)CC1 returned NPY1 pot ag -6.3, S1P4 antagonist -6.7, EP2 modulator -19.9, PGE2 EP2 inh 13.1, p97 ATPase inh -6.1, eIF4E 4G PPI 3.3, NPY-Y1 antag -3.0, NPY-Y2 PAM-ag -0.6 and S1P4 agonist 0.6.
Screening O=C(O)CC1SC(=Nc2cccc(C(F)(F)F)c2)NC1=O (stereo unspecified) returned NPY1 pot ag -5.2, S1P4 antagonist -4.7, EP2 modulator 13.8, PGE2 EP2 inh 8.8, p97 ATPase inh -1.4, eIF4E 4G PPI 2.0, NPY-Y1 antag -5.9, NPY-Y2 PAM-ag -2.8 and S1P4 agonist 2.2.
Cc1cc(C)nc(Nc2n[nH]c(-c3ccccc3C)n2)n1 was read as NPY1 pot ag 4.7, S1P4 antagonist -3.6, EP2 modulator -40.6, PGE2 EP2 inh 7.3, p97 ATPase inh 5.6, eIF4E 4G PPI -6.6, NPY-Y1 antag 6.4, NPY-Y2 PAM-ag 1.7 and S1P4 agonist 2.0.
For Cc1cccc(NS(=O)(=O)c2cc(C(=O)OCC(=O)Nc3cc(C)on3)ccc2C)c1 the results were NPY1 pot ag 12.2, S1P4 antagonist -2.3, EP2 modulator -17.4, PGE2 EP2 inh 9.2, p97 ATPase inh 4.3, eIF4E 4G PPI 8.9, NPY-Y1 antag -12.3, NPY-Y2 PAM-ag 19.8 and S1P4 agonist -2.0.
`COc1ccc(-n2c(C)c(C(C)=O)c(C(C)=O)c2C)cc1OC` gave NPY1 pot ag 1.1, S1P4 antagonist 9.0, EP2 modulator -2.6, PGE2 EP2 inh 10.7, p97 ATPase inh 2.1, eIF4E 4G PPI -0.3, NPY-Y1 antag -1.9, NPY-Y2 PAM-ag -18.3 and S1P4 agonist 1.8.
O=S(=O)(c1ccccc1C(F)(F)F)N1CCN(S(=O)(=O)c2ccccc2C(F)(F)F)CC1 was read as NPY1 pot ag 2.2, S1P4 antagonist -20.7, EP2 modulator -6.8, PGE2 EP2 inh 9.1, p97 ATPase inh -0.7, eIF4E 4G PPI -3.8, NPY-Y1 antag 4.5, NPY-Y2 PAM-ag 0.9 and S1P4 agonist -3.3.
COc1ccc(OC(=O)Nc2ccc([N+](=O)[O-])cc2OC)cc1 was read as NPY1 pot ag -2.1, S1P4 antagonist -10.5, EP2 modulator -43.0, PGE2 EP2 inh 7.8, p97 ATPase inh 3.6, eIF4E 4G PPI 1.0, NPY-Y2 PAM-ag -17.6 and S1P4 agonist 0.0.
Screening O=C(COc1cc(Cl)c(Cl)cc1Cl)Nn1cnnc1 returned NPY1 pot ag -7.8, S1P4 antagonist -14.6, EP2 modulator 27.2, PGE2 EP2 inh 8.6, p97 ATPase inh 0.7, eIF4E 4G PPI -6.9, NPY-Y1 antag 5.1, NPY-Y2 PAM-ag -23.5 and S1P4 agonist -1.6.
For COc1ccc(C2C(C(=O)N3CCOCC3)CCC(=O)N2c2cc(OC)c(OC)c(OC)c2)cc1 (stereo unspecified) the results were NPY1 pot ag -3.9, S1P4 antagonist 1.2, EP2 modulator 31.1, PGE2 EP2 inh 2.8, p97 ATPase inh -5.2, eIF4E 4G PPI 2.4, NPY-Y1 antag 5.5, NPY-Y2 PAM-ag -13.9 and S1P4 agonist -1.5.
Screening Cc1nc(N2CCN(c3ccccc3)CC2)nc2c1C(=O)CCC2 returned NPY1 pot ag -60.8, S1P4 antagonist -20.7, EP2 modulator -6.5, PGE2 EP2 inh 3.9, p97 ATPase inh 4.0, eIF4E 4G PPI -8.7, NPY-Y1 antag 15.6, NPY-Y2 PAM-ag 1.2 and S1P4 agonist 2.5.
`CCC(c1nnnn1C1CCCC1)N1CCN(c2ccccc2F)CC1` (stereo unspecified) gave NPY1 pot ag -10.3, S1P4 antagonist -4.3, EP2 modulator 26.2, PGE2 EP2 inh 13.7, p97 ATPase inh -0.6, eIF4E 4G PPI -0.6, NPY-Y1 antag 4.9, NPY-Y2 PAM-ag -8.2 and S1P4 agonist 1.1.
Cc1cc(C)c(C(=O)Nc2ccccc2)c(CC(C)(C)C(=O)O)c1 was read as NPY1 pot ag 16.2, S1P4 antagonist 4.1, EP2 modulator 13.9, PGE2 EP2 inh 15.3, p97 ATPase inh 7.9, eIF4E 4G PPI 0.4, NPY-Y2 PAM-ag 2.4 and S1P4 agonist -0.8.
For CSc1nc(N2CCN(c3ccccc3)CC2)cc(N2CCN(c3ccccc3)CC2)n1 the results were NPY1 pot ag 6.5, S1P4 antagonist 10.5, EP2 modulator -2.2, PGE2 EP2 inh 10.4, p97 ATPase inh 0.2, eIF4E 4G PPI 2.8, NPY-Y1 antag 1.9, NPY-Y2 PAM-ag 10.3 and S1P4 agonist -1.0.
For Fc1ccc(Cn2nnnc2CN2CCN(C3CCCC3)CC2)cc1 the results were NPY1 pot ag -8.5, S1P4 antagonist -0.3, EP2 modulator 18.9, PGE2 EP2 inh 13.1, p97 ATPase inh -6.0, eIF4E 4G PPI -10.2, NPY-Y1 antag 0.4, NPY-Y2 PAM-ag -17.1 and S1P4 agonist 1.1.
`COC(=O)Cc1c[nH]c2cccc(OCC(O)CN(Cc3ccc([N+](=O)[O-])cc3)C(C)(C)C)c12` (stereo unspecified) gave NPY1 pot ag 106.7*, S1P4 antagonist 0.0, EP2 modulator -14.5, PGE2 EP2 inh 16.7, p97 ATPase inh -1.1, eIF4E 4G PPI 6.4[fluorescence artefact?], NPY-Y1 antag -15.4, NPY-Y2 PAM-ag 102.6* and S1P4 agonist 0.7.
`O=C(O)C1=C[C@@H](c2coc3ccccc3c2=O)C[C@@H](OCc2ccc(CO)cc2)O1` gave NPY1 pot ag -2.7, S1P4 antagonist -3.0, EP2 modulator 14.0, PGE2 EP2 inh 6.8, p97 ATPase inh 3.1, eIF4E 4G PPI 2.6, NPY-Y1 antag -6.5, NPY-Y2 PAM-ag -18.2 and S1P4 agonist -1.1.
Screening CCOC(=O)C1(CC2CC2)CCN(Cc2cc(Cl)c(O)c(OC)c2)CC1 returned NPY1 pot ag -2.1, S1P4 antagonist -11.8, EP2 modulator -19.6, PGE2 EP2 inh 5.4, p97 ATPase inh -4.0, eIF4E 4G PPI 0.5, NPY-Y1 antag 2.1, NPY-Y2 PAM-ag -9.1 and S1P4 agonist 1.1.
For Cn1nccc1C(=O)NCCN1C(=O)OC(C)(C)C1(C)O (stereo unspecified) the results were NPY1 pot ag 2.4, S1P4 antagonist 3.3, EP2 modulator 15.8, PGE2 EP2 inh 3.7, p97 ATPase inh 0.8, eIF4E 4G PPI -9.5, NPY-Y1 antag -7.5, NPY-Y2 PAM-ag 10.4 and S1P4 agonist 0.1.
For COc1ccc(CNC(=O)CN(Cc2ccccc2)S(=O)(=O)c2ccc(Cl)cc2)cc1 the results were NPY1 pot ag 12.7, S1P4 antagonist -20.5, EP2 modulator 40.0, PGE2 EP2 inh 5.3, p97 ATPase inh -4.1, eIF4E 4G PPI -3.6, NPY-Y1 antag 1.0, NPY-Y2 PAM-ag 0.6 and S1P4 agonist 1.6.
CN(Cc1ccccc1)C(=O)C1CCN(S(C)(=O)=O)CC1 was read as NPY1 pot ag -13.8, S1P4 antagonist -9.3, EP2 modulator 25.4, PGE2 EP2 inh 4.9, p97 ATPase inh 0.6, eIF4E 4G PPI -0.2, NPY-Y1 antag 1.2, NPY-Y2 PAM-ag -7.4 and S1P4 agonist 1.5.
For CCOC(=O)C1=C(C)NC(C)=C(C(=O)OCC)C1c1nc2ccccc2[nH]1 the results were NPY1 pot ag 16.5, S1P4 antagonist 5.8, PGE2 EP2 inh 12.6, p97 ATPase inh 4.1, NPY-Y1 antag -2.9, NPY-Y2 PAM-ag -7.3 and S1P4 agonist 1.0.
For Cc1cc(C(=O)OCC(=O)c2c(N)n(C)c(=O)n(C)c2=O)c(C)o1 the results were NPY1 pot ag -7.5, S1P4 antagonist -7.6, EP2 modulator -5.1, PGE2 EP2 inh 1.8, p97 ATPase inh -0.2, eIF4E 4G PPI 2.0[fluorescence artefact?], NPY-Y1 antag 0.8, NPY-Y2 PAM-ag -4.3 and S1P4 agonist 1.1.
For OCC1(Cc2ccccc2)CCN(Cc2ccc(C(F)(F)F)cc2)CC1 the results were NPY1 pot ag -9.0, S1P4 antagonist 6.3, EP2 modulator -53.1, PGE2 EP2 inh 6.2, p97 ATPase inh -0.2, eIF4E 4G PPI -1.3, NPY-Y1 antag 4.6, NPY-Y2 PAM-ag -28.4 and S1P4 agonist -0.4.
Screening COC(=O)CCCC(=O)Nc1c(F)c(F)c(F)c(F)c1F returned NPY1 pot ag -2.2, S1P4 antagonist 6.1, EP2 modulator -4.9, PGE2 EP2 inh 5.4, p97 ATPase inh -8.0, eIF4E 4G PPI 2.6, NPY-Y1 antag 0.6, NPY-Y2 PAM-ag -2.1 and S1P4 agonist 3.4.
For Cn1cccc1C(=O)NC(=O)COC(=O)c1ccc(O)cc1 the results were NPY1 pot ag 1.5, S1P4 antagonist -12.5, EP2 modulator 18.0, PGE2 EP2 inh 6.0, p97 ATPase inh 1.2, eIF4E 4G PPI 0.6, NPY-Y1 antag -3.2, NPY-Y2 PAM-ag -3.6 and S1P4 agonist 0.6.

Bioassay records deposited in PubChem by several laboratories.
